# High-throughput results: PubChem BioAssay, National Center for Advancing Translational Sciences (NCATS)
# RXFP1 agonist: qHTS Assay for Agonists of the Relaxin Receptor RXFP1; Relaxin receptor 1 (Homo sapiens), Q9HBX9; HEK293T-RXFP1 cAMP TR-FRET, 30 min; response scale: percent of porcine relaxin response, buffer zero; Potency, µM (doses to about 57.5 µM), inactives show at the highest dose activation, actives largely listed as activators; 370,000 tested, 0.3% active; note: potency is the fitted concentration of half-maximal effect; % is set by controls: 0 for no effect and ±100 for the full control effect; nearly all actives have a fitted effect of over 60% in size; many of its hits are not listed in these tables
# Target sequence (Q9HBX9 whole entry, looked up): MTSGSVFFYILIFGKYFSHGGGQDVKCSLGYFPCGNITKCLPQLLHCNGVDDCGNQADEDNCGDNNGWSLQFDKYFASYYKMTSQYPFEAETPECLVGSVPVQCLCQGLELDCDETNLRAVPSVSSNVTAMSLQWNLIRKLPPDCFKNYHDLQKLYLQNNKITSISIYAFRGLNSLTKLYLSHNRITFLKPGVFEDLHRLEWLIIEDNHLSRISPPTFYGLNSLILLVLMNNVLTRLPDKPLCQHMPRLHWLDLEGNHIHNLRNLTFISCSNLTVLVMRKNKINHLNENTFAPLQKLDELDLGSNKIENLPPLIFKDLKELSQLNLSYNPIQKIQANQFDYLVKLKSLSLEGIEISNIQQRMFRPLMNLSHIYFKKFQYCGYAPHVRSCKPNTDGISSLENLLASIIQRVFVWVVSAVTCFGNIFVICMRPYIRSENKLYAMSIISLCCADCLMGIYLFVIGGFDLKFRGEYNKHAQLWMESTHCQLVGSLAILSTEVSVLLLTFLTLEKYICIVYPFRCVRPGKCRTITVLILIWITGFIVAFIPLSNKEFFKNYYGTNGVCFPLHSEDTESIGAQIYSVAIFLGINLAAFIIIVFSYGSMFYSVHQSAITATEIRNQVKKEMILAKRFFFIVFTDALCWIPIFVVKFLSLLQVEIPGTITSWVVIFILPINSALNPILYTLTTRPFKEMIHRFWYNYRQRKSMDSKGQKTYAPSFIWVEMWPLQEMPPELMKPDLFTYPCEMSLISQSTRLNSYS
#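 HEK293T cells stably expressing RXFP1 were pretreated with the PDE4 inhibitor Ro 20174, exposed to compounds for 30 min at 37C, lysed, and cAMP was read by TR-FRET. Data normalized to buffer (basal) and 29 nM porcine relaxin (100%).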
# D1 potentiator: Potentiators of Human D1 Dopamine Receptor: qHTS. HEK293 TREx D1 cells, calcium flux, dopamine EC20 potentiation. potentiation, % at 10 µM. 360,000 tested, 0.036% active; in the data active = potentiation above about 30%; note: 0% is about no effect
# Glioma ERSR ind: qHTS for Inducers of the Endoplasmic Reticulum Stress Response (ERSR) in Human Glioma: qHTS | AID 602332, 2012 | 420,000 tested, 0.02% active | Potency, µM, for inactives: at the highest dose activation, usual class: activators | U87-MG GRP78 promoter luciferase reporter, 16 h; note: potency is the fitted concentration of half-maximal effect; series mostly up to about 76 µM; % of control where 0% means no effect; nearly all actives have a fitted effect of over 35% in size
#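 Stably transfected U87-MG human glioma cells carrying a GRP78-based luminescent sensor were seeded at 1000 cells/well, pin-dosed with compounds and incubated 16 h. Luciferase reagent was then added, and end-point luminescence was read after 10 min at room temperature.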
# Vif-APOBEC3G blk: qHTS for Inhibitors of Vif-A3G Interactions: qHTS; DNA dC->dU-editing enzyme APOBEC-3G (Homo sapiens), Q9HC16; HeLa A3G-eYFP + Vif (tagged APOBEC3G with the HIV-1 protein that degrades it), YFP fluorescence, overnight; Potency, µM (highest dose often 46.1 µM), for the others: top-dose activity, negative = active, actives largely listed as inhibitors; 410,000 tested, 0.076% active;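 note: potency is the fitted concentration of half-maximal effect; % is set by controls: 0 for no effect and ±100 for the full control effect; nearly all actives have a fitted effect of over 60% in size; hits raise eYFP signal because A3G escapes Vif-driven loss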
# Target sequence (Q9HC16 whole entry, looked up): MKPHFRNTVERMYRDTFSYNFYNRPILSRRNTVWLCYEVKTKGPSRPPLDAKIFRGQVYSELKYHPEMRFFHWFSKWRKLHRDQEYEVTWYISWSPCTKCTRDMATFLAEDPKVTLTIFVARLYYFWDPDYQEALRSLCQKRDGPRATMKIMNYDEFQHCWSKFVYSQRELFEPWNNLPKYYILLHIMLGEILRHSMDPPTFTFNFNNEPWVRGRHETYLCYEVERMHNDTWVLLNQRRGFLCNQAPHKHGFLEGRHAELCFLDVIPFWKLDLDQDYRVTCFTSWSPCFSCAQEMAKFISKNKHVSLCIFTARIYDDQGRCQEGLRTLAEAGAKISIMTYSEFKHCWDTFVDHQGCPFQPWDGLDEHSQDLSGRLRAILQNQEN
#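 Read-out is eYFP fluorescence (Ex 488/Em 500-530) from Vif-expressing HeLa A3G-eYFP cells; more signal means A3G escaped Vif-mediated degradation. Cells plated overnight, compound pinned in, incubated overnight at 37 deg C.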
# D1 antagonist: Antagonist of Human D 1 Dopamine Receptor: qHTS; HEK293 TREx D1 cells, calcium flux, dopamine EC80; stronger effect = lower value; activity change, negative = inhibition, % at 10 µM; 360,000 tested, 3.2% active; D(1A) dopamine receptor (Homo sapiens), P21728; AID 504652, 2011; in the data active = activity change below about -30%; note: % is set by controls: 0 for no effect and ±100 for the full control effect
#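 Using tetracycline-induced force-coupled D1 Hek293 cells and a calcium dye, signals were followed for 180 s after compound, then for 180 s after EC80 dopamine, to detect inhibitors.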
# Vif-A3F inh: qHTS for Inhibitors of Vif-A3F Interactions: qHTS; Potency, µM (doses to about 46.1 µM), without a hit: top-dose activity, negative = active; HeLa A3F-eYFP + Vif (tagged APOBEC3F with the HIV-1 protein that degrades it), YFP fluorescence increase; 390,000 tested, 0.2% active; note: potency is the fitted concentration of half-maximal effect; % of control where 0% means no effect; nearly all actives have a fitted effect of over 65% in size
#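 HeLa cells stably expressing A3F-eYFP plus Vif, plated and incubated overnight at 37 deg C, then exposed to compounds overnight at 37 deg C. Blocked degradation read as raised yellow fluorescence (Ex 488/Em 500-530).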
# LDHA block: qHTS assay for inhibitors of human lactate dehydrogenase. L-lactate dehydrogenase A chain (Homo sapiens), P00338. purified LDHA, NADH/diaphorase-resazurin fluorescence; stronger effect = lower value. activity change, % (values are at about 110 or 230 µM). 480,000 tested, 0.15% active. AID 1347041, 2019; in the data active = activity change below about -30%; inconclusive = mostly about -25% to -30%;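 note: plate controls were DMSO wells for no effect and wells without enzyme for full effect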
#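 Human LDH5 at 2 nM final in Tris HCl pH 7.4 with 0.06 mM NADH and 0.2 mM pyruvate, reacted 5 minutes at room temperature. Remaining NADH coupled via diaphorase/resazurin; resorufin fluorescence read at 0 and 20 minutes, normalized to enzyme-free and DMSO wells.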
# D2 potentiator: HTS Assay for Positive Allosteric Modulators of the Human D2 Dopamine Receptor: Primary Screen for Potentiators. D(2) dopamine receptor (Homo sapiens), P14416. HEK293 T-REx D2, calcium flux, EC20 dopamine potentiation. potentiation, % at 10 µM. 340,000 tested, 0.34% active. AID 485347, 2010;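 active = potentiation over 3 SD above the plate norm, cut at about 30% in these data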; note: 0% is about no effect
#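 Cells plated with tetracycline inducer and held overnight at 30 C; calcium dye loaded 30–90 min at room temperature; baseline taken, compound added and read 180 s; EC20 dopamine then added and read 180 s.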
# D1 ag: Allosteric Agonists of the Human D1 Dopamine Receptor: qHTS; HEK293 T-REx D1 cells, calcium flux, agonist mode; activation, % at 2 µM; 360,000 tested, 1% active; AID 504660, 2011; in the data active = activation above about 30%; note: 0% is about no effect
#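 Agonism was scored from calcium flux recorded over 180 s (1 read/s) after pintool compound addition, following a 10-cycle baseline. Cells were inducible force-coupled HEK293 TREx D1, plated overnight at 30 C and loaded with no-wash calcium dye.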
# The depositor's hits bear a star; ? = inconclusive; . = no result given; & = joins results of further samples. Unless noted, calls come from the whole dose curve; as a rule, active = well fitted curve in the direction sought with a large enough effect; inconclusive = small, poorly fitted or top-dose-only effect, or another doubt; inactive = no such curve, though single readings can be large; an effect the other way counts as inactive or inconclusive.
SMILES,RXFP1 agonist,D1 potentiator,Glioma ERSR ind,Vif-APOBEC3G blk,D1 antagonist,Vif-A3F inh,LDHA block,D2 potentiator,D1 ag
COc1ccc(-c2nc(C#N)c(NCC3CCCO3)o2)cc1 (centres undefined),-0.1%,-2.1,6.4%,2.1%,2.2,1.3%,1.7,-1.2,3.1
CC(=O)c1cn(CC(=O)Nc2c(C)cccc2C)c2ccccc12,0.8%,-8.4,-1.6%,5.9%,-11.1,7.4%,-2.6,-1.8,1.1
COc1cc(NCc2ccccc2)c2ncn(Cc3ccccc3)c2c1,.,.,-0.5%,-8.1%,.,-10.3%,18.9,.,.
COc1ccc(NC(=O)CSc2ncnc3c2cnn3Cc2ccccc2)cc1OC,3.3%,-2.6,-0.5%,-3.9%,.,5.2%,-2.9,-3.8,1.2
COc1ccc(NC(=O)Nc2ccc(C(=O)N3CCOCC3)cc2)c(OC)c1,6.1%,-2.8,-0.7%,-4.3%,-11.7,-6.4%,-10.0,-3.7,1.4
CC(C)(C)NC(=O)C(OC(=O)c1ccco1)c1ccc(Cl)cc1 (centres undefined),-4.2%,-4.4,-0.7%,1.3%,-19.8,-0.1%,-0.7,12.3,-0.7
COc1cc(OC)cc(C(=O)Nn2cc(C(=O)Nc3ccccc3F)c3ccccc3c2=O)c1,1.1%,6.0,0.2%,1.5%,9.1,1.5%,-2.5,-15.8,2.9
CCN1CCN(CCCN(Cc2cccs2)C(=S)Nc2ccccc2C)CC1,0.6%,-6.3,-0.8%,-0.6%,-9.7,5.9%,-0.4,-7.5,0.7
COc1cccc(OC)c1NC(=O)c1nc2c(nnn2Cc2ccccc2Cl)c(=O)[nH]1,0.8%,-6.5,-4.7%,0.4%,9.0,12.1%,-3.9,7.9,3.8
COCCCNC(=O)CN1C(=O)c2cccnc2Sc2ccccc21,3.7%,-6.0,-0.4%,-0.8%,-11.3,0.8%,5.1,8.0,0.2
COc1ccc(C(=O)Nc2ccccc2C(=O)Nc2ccccn2)cc1,1.3%,-14.1,3.4%,1.2%,-6.4,11.6%,0.5,8.1,0.2
O=C(Nc1ccc2cccnc2c1)c1ccc(Br)cc1,-0.3%,-9.1,4.4%,1.3%,22.0,3.6%,-6.9,8.5,5.0
COc1ccc(NC(=O)c2ccc(N(C)S(C)(=O)=O)cc2)cc1OC,-1.7%,-0.1,-1.1%,0.0%,-6.9,2.1%,1.6,0.7,-1.0
CCN(CC)CC(C)(C)C(=O)/C=C/c1ccc(/C=C/C(=O)C(C)(C)CN(CC)CC)cc1,.,.,-13.5%,?,.,7.4%,-12.3,.,.
O=C(O)CCCCCn1c(SCC(=O)c2ccc(O)c(O)c2)nc2ccsc2c1=O,1.6%,-7.0,-2.5%,-4.0%,-10.4,15.0%,3.7,-0.6,1.9
COc1cc(OC)cc(C(=O)Nc2ccc3oc(-c4ccccc4C)nc3c2)c1,2.6%,1.1,-1.8%,0.5%,-12.4,3.8%,-5.9,-1.2,3.9
N/C(=N\NS(=O)(=O)c1ccccc1C(F)(F)F)c1ccccn1,0.9%,-0.4,-4.1%,0.3%,2.7,-9.7%,1.5,-16.3,3.1
COc1cccc(Oc2ncnc(N)c2[N+](=O)[O-])c1,0.0%,-1.4,-4.8%,-3.9%,1.7,7.9%,-0.9,.,3.3
COc1ccc(C2C3=C(CC(C)(C)CC3=O)N(C)C3=C2C(=O)CC(C)(C)C3)cc1,5.3%,-1.3,-2.2%,8.2%,-9.1,-1.6%,-0.7,6.3,-0.2
COc1ccc(CCNC(=O)CCC(=O)n2ncc3ccc(Cl)cc32)cc1OC,3.1%,-2.1,-2.2%,-0.5%,0.1,0.3%,0.4,8.3,3.4
Cc1cccc(C)c1NC(=O)NC1(C(=O)NCCCN2CCOCC2)CCCCC1,0.4%,2.1,-2.1%,-1.0%,1.3,-3.2%,-8.6,0.4,-1.1
O=C1NC(c2cn(-c3ccccc3)nc2-c2cccs2)C(C(=O)c2cccnc2)C(O)(C(F)(F)F)N1 (centres undefined),0.3%,-0.4,-1.7%,-4.5%,-8.8,-1.8%,-9.1,14.7,1.8
COc1ccc(CNC(=O)[C@H](C)NC(=O)C2CCN(C(=O)[C@@H](N)Cc3ccccc3)CC2)cc1,0.1%,4.3,-1.2%,-1.2%,-7.3,7.9%,-8.1,-5.1,2.2
Cc1ccc(-c2nc3ccc(C(=O)O)cc3nc2-c2ccc(C)cc2)cc1,4.7%,-3.7,-1.2%,-5.8%,6.2,-6.2%,-4.6,4.8,0.8
CCOC(=O)CSc1nnc(CNc2ccc(Cl)cc2)n1-c1ccccc1,0.1%,0.1,-0.9%,-0.8%,-52.0*,-10.7%,1.2,4.6,7.1
C/C(NCc1cccnc1)=C(\C#N)C(=O)NCc1ccccc1,2.2%,0.3,0.0%,0.1%,-3.4,-7.2%,-0.7,2.7,1.1
Nc1c(-c2ccc(Cl)cc2)nnn1-c1ccccc1,0.7%,-7.3,?,1.2%,-50.4*,3.0%,-1.1,.,-0.7
Cc1ccc(NC(=O)c2cc3nc(-c4ccccc4)cc(-c4ccccc4)n3n2)cc1,9.1%,0.9,-2.7%,-1.7%,7.8,-4.2%,2.3,-4.3,-1.2
CCSc1nnc(-c2cccs2)o1,1.3%,-0.6,0.5%,-7.7%,3.4,-0.3%,-2.0,.,0.4
CCOc1ccc(CSCCNC(=S)Nc2ccccc2)cc1,0.1%,-5.0,-2.0%,0.5%,-2.5,?,-3.1,-0.4,0.8

# An excerpt from above with just D1 antagonist and D1 potentiator.
SMILES | D1 antagonist | D1 potentiator
COc1ccc(C2C3=C(CC(C)(C)CC3=O)N(C)C3=C2C(=O)CC(C)(C)C3)cc1 | -9.1 | -1.3
COc1ccc(CCNC(=O)CCC(=O)n2ncc3ccc(Cl)cc32)cc1OC | 0.1 | -2.1

# (more compounds)
SMILES,RXFP1 agonist,D1 potentiator,Glioma ERSR ind,Vif-APOBEC3G blk,D1 antagonist,Vif-A3F inh,LDHA block,D2 potentiator,D1 ag
COCCCn1c(SCC(=O)NC(C)(C)C)nnc1-c1cccs1,0.6%,0.2,-3.4%,-0.1%,3.3,-1.9%,-6.3,-12.0,0.9
CC(C)c1ccc(S(=O)(=O)N2CCC3(CC2)OCCO3)cc1,0.0%,-5.0,-3.6%,0.3%,-2.3,7.2%,-2.6,0.9,2.2
O=C(O)C1Cc2ccccc2CN1C(=O)c1ccco1 (centres undefined),-3.0%,0.1,-1.1%,0.2%,0.9,0.3%,-8.7,2.9,1.5
CCN1CCN(C(=O)c2cc(=O)c3cc(C)ccc3o2)CC1,2.7%,-2.8,-1.3%,2.7%,-3.4,2.0%,-2.6&-4.3,7.7,2.0
CCCCNC(=S)NC(=O)c1ccc(Cl)cc1Cl,-1.7%,-6.5,-1.1%,-0.6%,-13.0,7.7%,0.5,-3.7,4.4
O=C(COc1ccc(Br)cc1Cl)c1ccc[nH]1,-0.7%,-1.4,4.4%,-6.4%,-4.4,-7.2%,-5.5,-8.3,1.7
COC(=O)Nc1ccc(NC(C)=O)cc1,1.4%,-1.9,-2.6%,-4.4%,-4.6,-1.8%,-1.4,0.6,4.8
CCn1nc(C)c([N+](=O)[O-])c1C(=O)NNC(=O)c1ccccc1Cl,-0.9%,-1.6,-1.9%,-0.2%,0.2,-8.0%,-5.4,8.1,0.5
COc1cc(NS(=O)(=O)c2ccc(NC(=O)c3ccc(C(C)=O)cc3)cc2)nc(OC)n1,-1.0%,1.8,.,.,4.7,.,-13.1,2.1,1.1
CCn1ccc2c(OCC(=O)Nc3ccccc3C)cccc2c1=O,3.0%,-0.5,-1.5%,-1.1%,.,-7.2%,0.7,.,10.7
O=C(NNC(=O)c1cc(Br)ccc1O)c1csc(N2CCOCC2)n1,-0.3%,-3.0,-3.5%,-8.5%,6.8,2.9%,-3.8,1.4,1.9
COc1ccc(OCC(=O)NCC(c2ccc(OC)cc2)N2CCCCC2)cc1 (centres undefined),-5.6%&-1.7%,1.5&1.1,2.9%&-3.8%,0.6%&3.2%,-4.7&5.6,-4.4%&-15.2%,-4.9&-4.4,-24.2&-24.3,-0.2&3.8
CCCCCOC(=O)CSc1n[nH]c(=O)[nH]c1=O,3.2%,6.3,-2.7%,-2.5%,-9.6,3.3%,-5.6,5.6,0.5
O=c1oc2ccccc2c(CNc2ccccc2)c1[N+](=O)[O-],-1.5%,-0.9,-0.5%,-3.4%,6.3,6.3%,0.2,0.2,1.1
O=c1ccc(Cc2ccccn2)n[nH]1,-2.0%,-3.6,-2.0%,2.3%,0.4,1.2%,-5.5,7.7,3.0
O=C(CCSc1ccccc1)Nc1nc2c(s1)CCCC2,1.1%,-6.0,5.1%,-4.9%,2.0,-4.3%,-6.4,0.7,0.9
O=C(CN1C(=O)C2(SCC(=O)N2c2cccc(F)c2)c2ccccc21)NCCc1ccccc1 (centres undefined),0.0%,-2.2,-3.1%,-2.3%,18.6,-5.9%,-3.4,-6.3,0.5
O=C(Nc1ccc(Br)cn1)c1ccc([N+](=O)[O-])cc1Cl,6.6%,0.0,1.1%,4.5%,-22.3,-0.6%,-1.6,-1.1,2.3
O=C(Nc1nnc(CCS(=O)(=O)c2ccc(Br)cc2)s1)c1ccc([N+](=O)[O-])cc1,5.7%,-2.2,3.5%,-1.0%,-20.3,5.8%,-5.1,-5.3,1.4
N=c1sccn1CC(=O)Nc1ccc(S(=O)(=O)N2CCOCC2)cc1,0.6%,2.5,-3.2%,1.6%,-1.2,3.3%,-5.8,-2.4,1.0
O=C(Cn1c(-c2cscn2)nc2ccccc21)Nc1cc(F)ccc1F,5.4%,-4.7,5.6%,-0.3%,-17.4,-6.6%,-7.1,-4.6,1.9

# A portion of the library; count on the stated rates, not on these rows.
